GLP1R inv ag: inverse agonists of human GLP-1 receptor; P43220; HEK293 GLP-1R CRE-luciferase, luminescence, 24 h; GLP-1R form is constitutively active; Potency, µM (series often up to 38.3 µM), for inactives: at the highest dose activity change, negative = inhibition, most hits filed as inhibitors; 1.6% of 410,000 active; AID 624417; note: potency is the fitted concentration of half-maximal effect; % is set by controls: 0 for no effect and ±100 for the full control effect; nearly all actives have a fitted effect of over 55% in size
Target sequence (P43220 whole entry, looked up): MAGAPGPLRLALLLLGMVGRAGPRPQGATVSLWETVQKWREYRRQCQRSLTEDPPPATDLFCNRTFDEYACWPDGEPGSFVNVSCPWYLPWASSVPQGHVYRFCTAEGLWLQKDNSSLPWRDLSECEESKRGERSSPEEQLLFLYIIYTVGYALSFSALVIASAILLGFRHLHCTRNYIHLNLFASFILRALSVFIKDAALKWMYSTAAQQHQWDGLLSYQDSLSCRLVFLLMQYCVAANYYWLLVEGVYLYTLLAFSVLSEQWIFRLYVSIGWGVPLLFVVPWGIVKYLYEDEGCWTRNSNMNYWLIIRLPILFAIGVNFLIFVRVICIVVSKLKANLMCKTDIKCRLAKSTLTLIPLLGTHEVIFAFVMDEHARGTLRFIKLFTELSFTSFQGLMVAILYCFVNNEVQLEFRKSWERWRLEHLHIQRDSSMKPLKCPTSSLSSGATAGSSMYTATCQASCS
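HEK293 cells stably co-expressing a cAMP-responsive luciferase reporter and constitutively active GLP-1R were seeded, incubated 12 h, then exposed to compounds for 24 h at 37 C. Luminescence was read 12 min after detection reagent; inverse agonists lower signal.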
PLK1 PBD block: PLK1 (human) polo-box domain binding inhibition; P53350; Plk1 PBD binding of FITC phosphopeptide, fluorescence polarization; Potency, µM, inactives show max response, negative = inhibition, actives largely listed as inhibitors; 2.8% of 360,000 active; note: potency is the fitted concentration of half-maximal effect; series mostly up to about 57 µM; % is set by controls: 0 for no effect and ±100 for the full control effect; nearly all actives have a fitted effect of over 65% in size
Target sequence (P53350 whole entry, looked up, the tested form may be a part): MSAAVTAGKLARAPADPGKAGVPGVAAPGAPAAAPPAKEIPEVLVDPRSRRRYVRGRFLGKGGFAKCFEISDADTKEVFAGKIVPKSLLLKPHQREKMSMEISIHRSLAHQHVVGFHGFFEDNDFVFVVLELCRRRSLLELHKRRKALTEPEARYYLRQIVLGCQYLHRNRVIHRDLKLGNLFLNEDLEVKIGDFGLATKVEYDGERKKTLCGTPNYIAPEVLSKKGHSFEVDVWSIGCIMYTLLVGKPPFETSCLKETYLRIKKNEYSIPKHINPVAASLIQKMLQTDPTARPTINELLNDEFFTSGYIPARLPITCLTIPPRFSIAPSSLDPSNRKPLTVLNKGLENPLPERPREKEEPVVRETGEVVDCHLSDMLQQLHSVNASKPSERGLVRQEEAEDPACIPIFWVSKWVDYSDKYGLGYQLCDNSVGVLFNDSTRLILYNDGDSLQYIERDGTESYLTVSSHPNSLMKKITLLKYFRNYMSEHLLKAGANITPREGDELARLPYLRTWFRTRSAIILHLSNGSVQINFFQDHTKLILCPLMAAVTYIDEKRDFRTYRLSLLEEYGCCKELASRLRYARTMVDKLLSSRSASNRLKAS
DRD3 antagonist: blocks the human D3 dopamine receptor; P35462; D3R cells, DiscoveRx beta-arrestin luminescence, antagonist mode; stronger effect = lower value; max response, negative = inhibition, %; 2.5% of 360,000 active; AID 652054; in the data active = max response below about -50%; inconclusive = no clear call, values can overlap the other calls; note: % is set by controls: 0 for no effect and ±100 for the full control effect; mostly tested at two doses, the higher about 12 µM
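Cells plated overnight at 1500 cells/well, then exposed to library compounds with dopamine controls for 90 minutes at 37 degrees C. DiscoveRx reagent added for 30–60 minutes at room temperature; luminescence read, quantitative HTS format.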
GLP1R cytotox: cytotoxicity counter-screen for GLP-1 receptor inverse agonists | Potency, µM (highest dose often 38.3 µM), without a hit: at the top dose activity change, negative = inhibition, actives largely listed as inhibitors | 0.13% of 410,000 active | AID 624418 | HEK293 cAMP-luciferase reporter cells, luminescence, 24 h;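 note: loss of luciferase light is scored as toxicity; potency is the fitted concentration of half-maximal effect; % is set by controls: 0 for no effect and ±100 for the full control effect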
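Compound-treated cells are incubated 24 hr at 37 deg C under 5% CO2 after a 12 hour attachment period, then luciferase detection reagent is added and luminescence is measured following 12 min at room temperature; lowered signal indicates toxicity.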
D3 ag: activates the human D3 dopamine receptor; P35462; D3R DiscoveRx beta-arrestin cells, luminescence, 90 min; max activation, %; 0.58% of 410,000 active; AID 652048; in the data active = max activation above about 30%; note: 0% is about no effect; mostly tested at two doses, the higher about 12 µM
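Cells at 1500/well, incubated overnight, then treated with pinned compounds (dopamine as control) for 90 min at 37 degrees C. DiscoveRx reagent added for 30 - 60 minutes at room temperature; luminescence read.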
PI5P4K alpha inh: inhibitors of human PI5P4K alpha | P48426 | PI5P4Kalpha enzyme, ADP-Glo luminescence, 60 min; stronger effect = lower value | max response, % | 1.2% of 330,000 active; active = max response of -50% or lower; inconclusive = between -30% and -50%; inactive = -30% or higher; note: value at the top dose of about 77 µM; % is set by controls: 0 for no effect and ±100 for the full control effect
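Luminescence from ADP-Glo served as readout of PI5P4Kalpha activity in a qHTS format. Reaction: enzyme, substrate, compound, ATP at 5 microM final, 60 min at RT.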
WRN helicase inh: inhibitors of human WRN helicase | AID 651768 | Q14191 | 0.46% of 360,000 active | Potency, µM (highest dose often 114 µM), for inactives: at the top dose activity change, negative = inhibition, most hits filed as inhibitors | WRN helicase unwinding, fluorescent forked duplex, kinetic; note: potency is the fitted concentration of half-maximal effect; % is set by controls: 0 for no effect and ±100 for the full control effect; nearly all actives have a fitted effect of over 55% in size
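Kinetic red-fluorescence monitoring (525/598 nm) tracks WRN helicase activity after 100 nM fluorophore-quencher forked duplex and 2 mM ATP are added to 20 nM enzyme pretreated 15 min at room temperature with compound.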
GLP-1R agonist: GLP-1 receptor (human) agonism | Potency, µM (doses to about 45.6 µM), inactives show top-dose activation, most hits filed as activators | P43220 | HEK293 GLP-1R CRE-luciferase, luminescence, 4-6 h; cells express a hypersensitive GLP-1R form | 0.007% of 380,000 active; note: potency is the fitted concentration of half-maximal effect; % of control where 0% means no effect
IL-2 act: activates IL-2 in a cell-based reporter assay; 0.065% of 360,000 active; IL-2 activation reporter assay, cell-based qHTS; stimulated with anti-CD3/CD4/CD28 beads; in transgenic mouse T cells; AID 652025; activation, % (series mostly up to about 46 µM); in the data active = activation above about 50%; inconclusive = mostly about 30% to 49%; note: 0% is about no effect
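Unstimulated transgenic mouse T cells preincubated 60 min with compound, then stimulated with anti-CD3/anti-CD4-coated beads plus anti-CD28 for 18 h at 37 degrees C. IL-2 response read as EGFP and DsRed fluorescence by plate cytometry.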
An asterisk follows results filed as active; ? = inconclusive; nt = not tested or not shown; [ ] = another dose, or the depositor's remark. Unless noted, calls come from the whole dose curve; as a rule, active = well fitted curve in the direction sought with a large enough effect; inconclusive = small, poorly fitted or top-dose-only effect, or another doubt; inactive = no such curve, though single readings can be large; an effect the other way counts as inactive or inconclusive.

Start of the data: the first 5 records as a preview:
cpd	smiles	GLP1R inv ag	PLK1 PBD block	DRD3 antagonist	GLP1R cytotox	D3 ag	PI5P4K alpha inh	WRN helicase inh	GLP-1R agonist	IL-2 act
1	COc1cccc(NC(=O)CCSc2ccc(C)cc2)c1	-6%	-8%	0	91%[activator]	-3	13	-28%	-2%	-0.4
2	CCOC(=O)C1=C(C)NC(C)=C(C(=O)OCC)C1c1sccc1C	7.9µM*	-11%	-10	-18%	-5	1	-25%	4%	-2.1
3	COCCn1nnnc1C(c1cccc(OC)c1OC)N1CCN(C(=O)c2ccco2)CC1 (stereo not drawn)	8%	3%	6	-7%	4	0	8%	6%	0.2
4	CC(=O)Nc1ccc(N2C(=O)CSC2c2cccc(Br)c2)cc1 (stereo not drawn)	-23%	-10%	0	-8%	4	1	6%	18%	1.7
5	O=C(NC1CCN(S(=O)(=O)c2ccc(F)cc2)CC1)c1ccccc1	21%	-4%	8	-3%	14	1	9%	3%	-0.7

This part in full, from the first entry:
cpd	smiles	GLP1R inv ag	PLK1 PBD block	DRD3 antagonist	GLP1R cytotox	D3 ag	PI5P4K alpha inh	WRN helicase inh	GLP-1R agonist	IL-2 act
1	COc1cccc(NC(=O)CCSc2ccc(C)cc2)c1	-6%	-8%	0	91%[activator]	-3	13	-28%	-2%	-0.4
2	CCOC(=O)C1=C(C)NC(C)=C(C(=O)OCC)C1c1sccc1C	7.9µM*	-11%	-10	-18%	-5	1	-25%	4%	-2.1
3	COCCn1nnnc1C(c1cccc(OC)c1OC)N1CCN(C(=O)c2ccco2)CC1 (stereo not drawn)	8%	3%	6	-7%	4	0	8%	6%	0.2
4	CC(=O)Nc1ccc(N2C(=O)CSC2c2cccc(Br)c2)cc1 (stereo not drawn)	-23%	-10%	0	-8%	4	1	6%	18%	1.7
5	O=C(NC1CCN(S(=O)(=O)c2ccc(F)cc2)CC1)c1ccccc1	21%	-4%	8	-3%	14	1	9%	3%	-0.7
6	Cc1ccc(NC(=O)CSc2nc3ccccc3nc2Cc2ccccc2)c(Cl)c1	4%	nt	nt	1%	4	nt	nt	-5%	nt
7	Cc1ccc(-c2nn3cnnc3c3ccccc23)cc1	129%[activator]	-4%	3	-8%	-12	-1	7%	28%	-0.5
8	CC1CCN(C(=O)COC(=O)c2cc([N+](=O)[O-])ccc2N2CCOCC2)CC1	4%	-12%	7	-16%	-1	-4	-1%	3%	-3.1
9	CCOC(=O)Cc1nnc(NC(=O)c2ccccc2OC)s1	33%[activator]	-13%	-24	3%	6	-1	-30%	2%	-3.4
10	CCN(CC)CCCCOc1ccccc1OC	0%	-4%	-11	-15%	-22	nt	5%	-15%	-2.2
11	CCOC(=O)C1CCCN(C(=O)c2ccccc2NC(C)=O)C1 (stereo not drawn)	5%	-10%	-14	-8%	-4	5	-5%	6%	-1.5
12	Brc1ccc(CSc2nnc(-c3cnccn3)n2Cc2ccco2)cc1	-13%	0%	13	-20%	3	-6	-9%	7%	1.5
13	NC(=O)c1ccccc1OCc1cccc2ccccc12	-25%	-7%	-10	-13%	1	1	3%	6%	-3.7
14	CC1(c2ccc([N+](=O)[O-])cc2)NC(=O)N(CC(=O)Nc2ccc(N3CCCCC3)cc2)C1=O (stereo not drawn)	?	-7%	-51*	1%	-11	-6	-2%	-3%	-2.9
15	O=C(O)CCCNS(=O)(=O)c1ccc2ccccc2c1	2%	-13%	?	27%	-2	3	-15%	7%	4.6
16	COc1ccc(-c2cc(-c3ccccc3)nc(SCC(=O)Nc3nccs3)c2C#N)cc1	-11%	1%	-15	50%[activator]	-7	-6	-2%	-2%	1.4
17	Cc1ccccc1Nc1nc(N)nc(COC(=O)c2ccc3c(c2)OCCO3)n1	8%	-8%	75	-1%	2	-13	3%	-4%	0.1
18	COc1ccc(C(=O)Nc2ccnn2C2CCN(C(=O)CCC(F)(F)F)CC2)cc1	?	-5%	-5	-3%	-10	3	-9%	-5%	-1.1
19	CCCOc1ccc(N2C(=O)C3C4C=CC(CC4)C3C2=O)cc1 (stereo not drawn)	?	-6%	-9	1%	0	1	2%	3%	-0.6
20	CSc1ccccc1NC(=O)c1cnc2scc(C)n2c1=O	43%[activator]	-16%	4	-2%	-5	-1	-8%	18%	-1.4
21	CC(Oc1ccc2c3c(c(=O)oc2c1)CCCC3)C(=O)NCC1CCC(C(=O)O)CC1 (stereo not drawn)	19%	-6%	20	-6%	7	4	-4%	-4%	-0.6
22	Nc1ccc(Cl)cc1C(=O)c1ccc[nH]1	?	-8%	-25	-11%	-9	0	-1%	-4%	-2.6
23	COCCNC(=O)c1ccc(N2CC3CC(C2)c2cccc(=O)n2C3)c(NC(=O)c2cc(OC)cc(OC)c2)c1 (stereo not drawn)	13%	-14%	-19	-16%	-13	3	7%	0%	-1.4
24	CCOP1(=O)OCC2OC(n3cnc4c(N)ncnc43)C(O)C2O1 (stereo not drawn)	12%	-3%	12	-28%	13	0	-8%	4%	1.4
25	COc1cccc(N=CC=C2OC(C)(C)C(C)(C)O2)c1	-11%	-19%	1	0%	-3	1	9%	9%	-0.2
26	CCCCCCSc1ccc([C@@H]2[C@@H]3C(=O)N(C)C(=O)[C@@H]3[C@]3(C(=O)OC)CCCCN23)cc1OC	?	-8%	3	-3%	-4	23	-11%	13%	0.3
27	CC1(C(=O)Nc2ccccc2)Cc2c(-c3cccc(C(N)=O)c3)ccnc2O1 (stereo not drawn)	3%	-9%	-3	4%	-13	-3	13%	-2%	-0.1
28	O=C(O)C1CSC2(CCN(Cc3ccccc3)CC2)N1 (stereo not drawn)	0%	-1%	13	-18%	-23	nt	5%	-1%	-3.5
29	C[N+]12CCCCC1C(COC(=O)c1ccc3c(c1)OCO3)CCC2 (stereo not drawn)	5%	-8%	-23	-2%	-7	nt	-4%	3%	-0.6
30	CCOc1nc(-c2ccncc2)nc2ccccc12	2%	1%	17	-8%	20	nt	-11%	7%	0.5

Continued, overlapping the part above by 3 compounds.
cpd	smiles	GLP1R inv ag	PLK1 PBD block	DRD3 antagonist	GLP1R cytotox	D3 ag	PI5P4K alpha inh	WRN helicase inh	GLP-1R agonist	IL-2 act
28	O=C(O)C1CSC2(CCN(Cc3ccccc3)CC2)N1 (stereo not drawn)	0%	-1%	13	-18%	-23	nt	5%	-1%	-3.5
29	C[N+]12CCCCC1C(COC(=O)c1ccc3c(c1)OCO3)CCC2 (stereo not drawn)	5%	-8%	-23	-2%	-7	nt	-4%	3%	-0.6
30	CCOc1nc(-c2ccncc2)nc2ccccc12	2%	1%	17	-8%	20	nt	-11%	7%	0.5
31	O=C(CC(=O)c1c(F)cccc1Cl)c1ccccc1O	?	-10%	-22	-5%	-18	-11	-22%	4%	-6.6
32	Cc1ccccc1C(=O)O/N=C(\N)c1ccc([N+](=O)[O-])cc1	?	-4%	9	?	3	-2	11%	16%	-1.9
33	CC(C)CCOP(=O)(c1ccc(N(C)C)cc1)C(Nc1ccccc1)c1ccc(N(C)C)cc1 (stereo not drawn)	?	-4%	?	-23%	-11	2	-9%	4%	1.0
34	O=C(Nc1nnc([C@H]2C[C@H](O)[C@@H](CO)O2)s1)Nc1ccccc1F	11%	-3%	2	0%	2	-11	-3%[57.1 µM]	-7%	0.8
35	COc1ccc(CN2CCNC(=O)C2CC(=O)NCc2cc(C)n(C)n2)c(F)c1 (stereo not drawn)	12%	-14%	16	0%	3	-7	1%	-3%	-2.1
36	O=C1Nc2cc(Br)ccc2C1(O)c1ccccc1O (stereo not drawn)	?	-4%	8	-2%	-6	4	7%	6%	-0.6
37	O=C(Nc1ncccc1O)c1ccc(Cl)c(S(=O)(=O)N2CCCCCC2)c1	-2%	1%	10	-4%	5	3	-6%	-12%	1.1
38	O=C(C(Cc1ccccc1)n1cccc1)N1CCN(Cc2ccccc2)CC1 (stereo not drawn)	?	-3%	-17	-4%	-14	3	4%	-2%	-2.6
39	Cc1ccc(/C=N\n2c(-c3ccccc3)n[nH]c2=S)s1	6%	-16%	-72*	-28%	-2	3	2%	-3%	0.4
40	CCCCNC(=O)c1onc(CSc2ccccc2CC)c1C(=O)O	?	-9%	6	0%	8	-18	5%	-1%	0.4
41	CCOC(=O)C1CCCN(c2ccc(NC(=O)c3snc4c(=O)[nH]c(C)nc34)cc2)C1 (stereo not drawn)	1%	-3%	1	-6%	1	nt	-10%	1%	-1.8
42	CC/C(=N\n1nnnc1Nc1ccccc1)c1ccccc1	1%	1%	9	5%	1	-7	6%	-9%	-0.8
43	COc1ccc(-c2nnn(CC(=O)N(c3cccc(O)c3)C(C)C(=O)NC3CCCC3)n2)cc1OC (stereo not drawn)	21%	-7%	28	2%	9	?	-7%[11.6 µM]	17%	-3.4
44	Cc1cc(-n2c(C)cc(C(=O)CSc3ncnc4ccccc34)c2C)no1	?	-2%	11	-12%	7	10	-15%	11%	1.3
45	Cc1cc(OCC(=O)N2CCOCC2)ccc1NC(=O)c1ccccc1C	-2%	-3%	-7	-10%	-3	-1	-4%	-3%	-2.8
46	O=C(NC1(C(F)(F)F)NC(=O)N(Cc2cccnc2)C1=O)c1ccccc1Cl (stereo not drawn)	0%	2%	-10	9%	0	0	4%	-8%	0.5
47	CCOc1ccc(C2C(C(C)=O)=C(O)C(=O)N2CCc2c[nH]c3ccccc23)cc1 (stereo not drawn)	-12%	-2%	26	-38%	12	-3	0%	-9%	-0.4

Down the list, quoted from above:
Compounds 31 to 39 in D3 ag, in turn: -18, 3, -11, 2, 3, -6, 5, -14, -2
Compounds 31 to 39 in PLK1 PBD block, in turn: -10%, -4%, -4%, -3%, -14%, -4%, 1%, -3%, -16%

Copied from the list:
compound 34 in GLP1R inv ag = 11%
compound 33 in GLP1R cytotox = -23%
compound 39 in GLP1R cytotox = -28%
compound 31 in IL-2 act = -6.6

Assay outcomes as filed in PubChem BioAssay.

Random draw from the library. About 7.8% of those tested had a hit in this group.
